Compound activity as filed in PubChem BioAssay.
hERG rescue = shields human hERG channel from block by proarrhythmic agents; AID 1511; Q12809; CHO-hERG, FluxOR thallium flux, dofetilide IC70 present; actives 0.51% (n = 310,000); activation (rescue from dofetilide block), less the hit threshold, % at 10 µM;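 active means activation above the mean of controls blocked by dofetilide plus 5 SD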;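 further: thallium influx through hERG after potassium depolarization seen as dye fluorescence rise; in these data hits start at about 4.7%; inactives centre near -7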
ANO1 block = inhibitors of mouse TMEM16A calcium-activated chloride channel; Q8BHY3; HEK293 TMEM16A/YFP iodide influx fluorescence, ionomycin; normalized B-score (activity score, 25-100; higher = stronger inhibition) at 10 µM; actives 1.2% (n = 310,000); AID 588511;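 active means ratio plate-corrected score three or more library SD toward inhibition, starting fluorescence score within five deviations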;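 further: score derived from kinetic fluorescence span divided by baseline fluorescence per well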
Target sequence (Q8BHY3 whole entry, looked up): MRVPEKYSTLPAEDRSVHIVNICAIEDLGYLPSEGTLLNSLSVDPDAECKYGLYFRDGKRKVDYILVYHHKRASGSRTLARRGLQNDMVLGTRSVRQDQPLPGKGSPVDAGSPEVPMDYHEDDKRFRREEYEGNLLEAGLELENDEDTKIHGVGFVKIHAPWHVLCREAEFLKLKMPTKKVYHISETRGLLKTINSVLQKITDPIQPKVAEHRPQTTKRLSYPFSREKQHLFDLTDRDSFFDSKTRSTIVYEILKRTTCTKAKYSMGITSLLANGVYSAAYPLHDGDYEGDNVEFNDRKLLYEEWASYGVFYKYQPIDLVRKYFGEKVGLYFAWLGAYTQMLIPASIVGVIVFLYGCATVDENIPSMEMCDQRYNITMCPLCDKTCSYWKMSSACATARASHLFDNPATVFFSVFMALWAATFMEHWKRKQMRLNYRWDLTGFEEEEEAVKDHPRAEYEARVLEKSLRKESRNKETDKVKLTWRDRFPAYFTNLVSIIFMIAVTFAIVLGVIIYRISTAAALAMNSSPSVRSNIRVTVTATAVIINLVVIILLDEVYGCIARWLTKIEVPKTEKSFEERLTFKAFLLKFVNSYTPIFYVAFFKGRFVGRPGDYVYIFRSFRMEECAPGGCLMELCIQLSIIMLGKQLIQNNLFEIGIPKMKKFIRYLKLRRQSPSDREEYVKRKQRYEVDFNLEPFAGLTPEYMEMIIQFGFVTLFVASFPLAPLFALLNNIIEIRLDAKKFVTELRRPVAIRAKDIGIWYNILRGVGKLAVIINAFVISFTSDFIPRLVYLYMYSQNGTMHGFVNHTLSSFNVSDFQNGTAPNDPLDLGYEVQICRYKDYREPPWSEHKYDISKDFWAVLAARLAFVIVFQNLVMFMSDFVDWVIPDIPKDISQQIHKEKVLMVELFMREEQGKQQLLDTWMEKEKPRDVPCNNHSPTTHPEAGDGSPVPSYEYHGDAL
KCNQ1 inh = human KCNQ1 channel inhibition; P51787; CHO-K1 KCNQ1, FluxOR thallium flux fluorescence; hits give high values; actives 1.3% (n = 310,000); B-score at 10 µM;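 active means compounds whose thallium flux B-score, printed positive for inhibition, exceeds three library SD while starting fluorescence stays within three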;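 further: channel opened by potassium depolarization with thallium stimulus after 20 min compound exposure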
KCNQ1 act = potentiates or activates the human KCNQ1 potassium channel. B-score at 10 µM. CHO-K1 KCNQ1, thallium flux FluxOR fluorescence; hits give high values. actives 0.35% (n = 310,000). AID 2648;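 active means fluorescence ratio B-score, a plate-corrected score, at least three library SD, with initial intensity B-score within 5 SD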
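System: Stable KCNQ1 CHO-K1 line | Incubation: 90 min dye loading and 20 min compound exposure, both at room temperature | Measure: Ratio B score | Medium: Assay buffer for compound exposure, DMSO matched across wells | Compound dosing: Single-concentration screen | Probe or stimulus: K+/Tl+ depolarizing stimulus | Measured by: Kinetic FluxOR fluorescence, 10 s baseline plus 110 s post-stimulus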
TMEM16A act = activates or potentiates the mouse TMEM16A chloride channel; Q8BHY3; HEK293 TMEM16A/YFP-H148Q/I152L, iodide quench fluorescence; hits give low values; B-score at 10 µM; actives 0.3% (n = 340,000); AID 623877;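 active means fluorescence-ratio B-score plate-corrected deviation score at least 3 library SD below zero, with starting fluorescence score within 5 deviations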;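 further: channel opened by trigger with iodide after compound preincubation; score built on the fluorescence ratio of max minus min over baseline; more negative score means more quench and so TMEM16A activation or potentiation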
MrgX1 PAM = allosterically activates human MrgX1 receptor signaling. Q96LB2. actives 0.63% (n = 310,000). MrgX1-HEK293, Fluo-4 calcium flux, FDSS; hits give high values. B-score at 10 µM;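 active means plate-corrected calcium response at least 3 library SD above typical, normal starting fluorescence, not activating the receptor alone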;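 further: compound read alongside a low EC10 to EC30 dose of BAM8-22 agonist; peak minus trough fluorescence over baseline measured at the second addition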
RGS4 act = potentiators or activators of RGS4; actives 0.92% (n = 310,000); AID 463111; B-score at 10 µM; HEK293 M3R/inducible RGS4, carbachol calcium flux Fluo4; hits give low values;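 active means B-score of the integrated calcium signal more than 4 SD below the library mean, with starting fluorescence not abnormally high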;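 further: negative B-score means reduced calcium response which marks RGS4 activation or potentiation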
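test system = HEK293 cells with stable M3R and inducible RGS4 | schedule = recording 10 s baseline at 1 Hz, 100 s post-agonist | technique = Fluo4-AM (2 µM) calcium-flux fluorescence, kinetic read | measure = Agonist-evoked peak-minus-minimum fluorescence over baseline, integrated ratio, B score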
MrgX1 agonist = activates human MrgX1 receptor signaling. Q96LB2. MrgX1-HEK293 cells, Fluo-4 calcium fluorescence, agonist mode; hits give high values. B-score at 10 µM. actives 0.44% (n = 310,000). AID 588627;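 active means calcium response B-score plate-corrected fluorescence ratio at least 3 library SD, with starting fluorescence B-score inside 5 SD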
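Material: MrgX1-expressing HEK293 cells; input: 15,000 cells per well; doses: test compound given as first of three sequential additions; schedule: overnight plating before 1 h dye loading; technique: Fluo-4 NW calcium-flux fluorescence, kinetic read; evaluation: baseline-normalised fluorescence change ratio, B-scored; control set: plate-wise positive and negative controls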
KCNK3 block = human KCNK3 channel inhibition, primary screen | CHO-KCNK3 thallium flux, FluxOR fluorescence; hits give low values | B-score at 10 µM | actives 0.84% (n = 340,000) | AID 602410;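 active means B-score under library mean minus 4 SD, starting fluorescence ratio at most library mean plus 5 SD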;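 further: more negative B-score means stronger inhibition of thallium flux through KCNK3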
KCNK9 inh = inhibitors of human KCNK9 two-pore domain potassium channel. HEK293 KCNK9, FluxOR thallium flux fluorescence; hits give low values. B-score at 10 µM. actives 1.2% (n = 310,000). AID 488922;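 active means ratio B-score over 3 SD below the library mean, with starting fluorescence within 5 SD of its mean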;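 further: negative B-score means less thallium flux so channel inhibition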
RGS4 inh = human RGS4 inhibition; P49798; HEK293 M3R/RGS4 inducible, Fluo-4 calcium flux; hits give high values; triggered by carbachol at its EC20; B-score at 10 µM; actives 0.45% (n = 310,000); AID 463165;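 active means B-score, a plate-corrected calcium signal, over three deviations above library mean, with baseline fluorescence within five deviations of library mean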;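 further: RGS4 expression induced by doxycycline in cells with stable M3 receptor; B-score is computed from the integrated fluorescence ratio over baseline after carbachol; higher B-score means a larger calcium signal and so more RGS4 inhibition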
Active calls of the source: *; i = inactive; / = no result given.

entry	SMILES	hERG rescue	ANO1 block	KCNQ1 inh	KCNQ1 act	TMEM16A act	MrgX1 PAM	RGS4 act	MrgX1 agonist	KCNK3 block	KCNK9 inh	RGS4 inh
1	COc1ccc(-n2c(=O)c3c4c(sc3n3c(=S)[nH]nc23)COC(C(C)C)C4)cc1 (stereo not drawn)	-5	i	i	i	i	i	i	i	i	i	i
2	COC(=O)CN(c1cccc(OC)c1)S(C)(=O)=O	-3	i	i	i	i	i	i	i	i	i	i
3	O=C(c1ccccc1)c1ccccn1	-5	i	i	i	i	i	i	i	i	i	i
4	Cc1noc(NS(=O)(=O)c2ccc(NC(=O)c3ccc(OC(C)C)cc3)cc2)c1C	-7	i	i	i	i	i	i	i	i	i	i
5	O=C(CCCCCn1c(SCC(=O)c2ccccc2)nc2ccccc2c1=O)NCc1ccco1	-19	i	i	i	i	i	i	i	i	i	i
6	O=C(COC(=O)c1ccccc1NC(=O)c1ccco1)NC1CCS(=O)(=O)C1 (stereo not drawn)	-15	i	i	i	i	i	i	i	i	i	i
7	COc1ccccc1OCCCCn1c(C(C)O)nc2ccccc21 (stereo not drawn)	-9	i	i	i	i	i	i	i	i	i	i
8	O=C(c1cccs1)N1CCN(CCc2ccccc2)CC1	-7	i	i	i	i	i	i	i	i	i	i
9	Cc1cc(=O)n2[nH]c(COc3ccccc3)nc2n1	0	i	i	i	i	i	i	i	i	i	i
10	Cc1ccc(C(=O)NCCc2nnc3ccc(SCC(=O)Nc4ccccc4F)nn23)cc1	-8	i	i	i	i	i	i	i	i	i	i
11	CC(=O)c1ccc(OCC(=O)N(C2CCCCC2)C2CCS(=O)(=O)C2)cc1 (stereo not drawn)	-11	i	i	i	i	i	i	i	i	i	i
12	CCOc1ccc(C(=O)Nc2nc3ccccc3[nH]2)cc1OCC	-8	i	i	i	i	i	i	i	i	i	i
13	COCCNC(=O)CNS(=O)(=O)c1ccc2nc(C)sc2c1	-2	i	i	i	i	i	i	i	i	i	i
14	Cc1ccc(/C=N/n2c(-c3ccccn3)n[nH]c2=S)o1	-2	i	i	i	i	i	i	i	i	i	i
15	CCc1c(C)nc2ncnn2c1NCCc1ccc(OC)cc1	-20	25*	i	i	i	i	i	i	i	i	i
16	COc1cc(/C=N/NC(=O)c2ccc3c(c2)OCCO3)cc(Br)c1O	-11	i	i	i	i	i	i	i	i	i	i
17	Cc1cc2nccc(-c3ccc(F)cc3)n2n1	-5	i	i	i	i	i	i	i	i	i	i
18	Cc1c(NC(=O)CC(C)C)c(=O)n(-c2ccccc2)n1C	-6	i	i	i	i	i	i	i	i	i	i
19	Cc1cnc(NC(=O)C2COc3ccccc3O2)s1 (stereo not drawn)	-8	i	i	i	i	i	i	i	i	i	i
20	Cc1nn(C)c(Cl)c1CN1CCN(C2CCCCC2)C(CCO)C1 (stereo not drawn)	-16	i	i	i	i	i	i	i	i	i	i
21	Cc1cc(=O)n2c(n1)NC(Nc1cccc(C)c1C)=NC2c1ccccc1 (stereo not drawn)	-5	i	i	i	i	i	i	i	i	i	i
22	Cn1c(=O)c(C(=O)NCC2CCCO2)c(O)c2ccccc21 (stereo not drawn)	-8	i	i	i	i	i	i	i	i	i	i
23	CCC(C)NC(=O)C1CCCN(c2nc(C)cc(OC)n2)C1 (stereo not drawn)	-11	i	i	i	i	i	i	i	i	i	i
24	COc1ccccc1N(CC(O)CN1C(=O)NC(C)(C)C1=O)S(=O)(=O)c1ccc(C)cc1 (stereo not drawn)	-3	i	i	i	i	i	i	i	i	i	i
25	COC(=O)Nc1ccc(=O)n(Cc2c(Cl)cccc2Cl)c1	-7	i	i	i	i	i	i	i	i	i	i
26	O=C(NNc1c2ccccc2nc2ccccc12)c1cc2ccccc2cc1O	-22	i	i	i	i	i	i	i	i	-7.5*	i
27	Cn1c(N)c(C(=O)COC(=O)CCC(=O)c2ccc(F)cc2)c(=O)n(C)c1=O	-7	i	i	i	i	i	i	i	i	i	i
28	O=C(CSc1nnc(CNC(=O)c2ccccc2F)o1)NCc1ccccc1	-11	i	i	i	i	i	i	i	i	i	i
29	C=CCC(=O)N(CC)CC1CCCN(CCc2cccc(F)c2)C1 (stereo not drawn)	0	i	i	i	i	i	i	i	i	-9.1*	i
30	COc1cc(OC)cc(C(=O)OCC(=O)Nc2cccc(C(C)=O)c2)c1	-1	i	i	i	i	i	i	i	i	i	i
31	COc1ccc(/C=C2\C(=O)N(Cc3ccc(F)cc3)CC(=O)N2Cc2ccccc2)cc1	-4	i	i	i	i	i	i	i	i	i	i
32	COC(=O)c1ccc(CN2CCN(Cc3ccc(F)cc3)C(CCO)C2)cc1 (stereo not drawn)	-17	i	i	i	i	i	i	i	i	i	i
33	COc1ccc(Cn2c(C3CC3)nc3ccc(NC(=O)c4ccco4)cc3c2=O)cc1	-3	i	i	i	i	i	i	i	i	i	i
34	Cc1ccc(C(=O)Nc2cccc(C(F)(F)F)c2)cc1NC(=O)c1cnnc2ccccc12	-4	i	i	i	i	i	i	i	i	i	i
35	CCCCn1c(-c2cccc(C)c2)nc2cc3[nH]c(=O)c(C(C)C)nc3cc21	-13	i	i	i	i	i	i	i	i	i	i
36	O=C(NC(=O)N1CCN(c2ccc([N+](=O)[O-])cn2)CC1)c1c(Cl)cccc1Cl	-10	i	i	i	/	i	i	i	/	i	i
37	O=C(Oc1ccc2ccccc2c1Cl)N1CCCC1	-10	i	i	i	i	i	i	i	i	i	i
38	O=C(COc1cccc(Cl)c1)Nc1nc(-c2ccc(S(=O)(=O)N3CCOCC3)cc2)cs1	-8	/	i	i	i	/	i	/	i	i	i
39	NCC(c1ccccc1Cl)c1c[nH]c2ccccc12 (stereo not drawn)	-5	i	i	i	i	i	i	i	i	i	i
40	N#Cc1cccc(NC(=O)c2ccccc2C(=O)O)c1	-7	i	i	i	i	i	i	i	i	i	i
41	COc1cccc(-c2cn3nc4c(nc3n2)CCCC4)c1	-7	i	i	i	i	i	i	i	i	i	i
42	Fc1ccc(-c2nc3ccccc3[nH]2)cc1	-10	i	i	i	i	i	i	i	i	i	i
43	CCSc1nnc2c(n1)[nH]c1c(C)cccc12	-1	i	i	i	i	i	i	i	i	i	i
44	COc1ccccc1NC(=O)CN1CCN(c2ccccc2OC)CC1	-5	i	i	i	i	i	i	i	i	i	i
45	CC(=O)C1=C(C)NC(=O)NC1c1cccs1 (stereo not drawn)	-3	i	i	i	i	i	i	i	i	i	i
46	COc1ccc2nc(NC(=O)CCNS(=O)(=O)c3ccc4c(c3)oc(=O)n4C)sc2c1	-11	i	i	i	i	i	i	i	i	i	i
47	COC(=O)c1ccc(C2/C(=C(\O)c3cccc(OC)c3)C(=O)C(=O)N2CCCN2CCOCC2)cc1 (stereo not drawn)	-6	i	i	i	i	i	i	i	i	i	i
48	CCn1nc(C(=O)OCC(=O)NCCN2C(=O)CSC2=O)c2ccccc2c1=O	-6	i	i	i	i	i	i	i	i	i	i
49	CC1=C(C(=O)N2CCOCC2)C(c2cccc(C)c2)NC(=S)N1 (stereo not drawn)	-12	i	i	i	i	i	i	i	i	i	i
50	O=C(CCNC(=O)c1ccccc1Cl)Nc1nccs1	-13	i	i	i	i	i	i	i	i	i	i
51	CN1C(=O)/C(=C/c2ccccc2F)Sc2ccc(C(=O)N3CCCC3)cc21	-11	25*	i	i	i	i	i	i	i	i	i
52	CC(NC(=O)NC(=O)c1ccc(Cl)cc1)c1ccccc1 (stereo not drawn)	-3	i	i	i	i	i	i	i	i	i	i
53	O=C(NC1=NCCS1)C1COc2ccccc2O1 (stereo not drawn)	1	i	i	i	i	i	i	i	i	i	i
54	COc1cc(CN2CCN(C(=O)c3ccc(-c4ccccc4)cc3)CC2)cc(OC)c1OC	-30	i	i	i	i	i	i	i	i	i	i
55	CC1CC(C)CN(C(=O)c2ccc(CSc3nc4ccncc4[nH]3)cc2)C1 (stereo not drawn)	-11	i	i	i	i	i	i	i	i	i	i
56	NC(=O)c1ccc(-n2nnnc2Oc2ccccc2C(=O)N2CCOCC2)cc1	-7	i	i	i	i	i	i	i	i	i	i
57	CCNC(=O)CN(Cc1ccccc1)S(=O)(=O)c1ccccc1	-1	i	i	i	i	i	i	i	i	i	i
58	COc1ccc(CCNCC(=O)Nc2ccc(C)c(Br)c2)cc1OC	-7	i	i	i	i	i	i	i	i	i	i
59	CCn1c(CNC(=O)Cc2ccc(OC)cc2)nnc1SCC(=O)Nc1ccc(C(=O)O)cc1	-3	i	i	i	i	i	i	i	i	i	i
60	CCOc1ccc(S(=O)(=O)N2CCCC(C(=O)NC3CC3)C2)cc1Cl (stereo not drawn)	-4	i	i	i	i	i	i	i	i	i	i

More entries follow.
entry	SMILES	hERG rescue	ANO1 block	KCNQ1 inh	KCNQ1 act	TMEM16A act	MrgX1 PAM	RGS4 act	MrgX1 agonist	KCNK3 block	KCNK9 inh	RGS4 inh
61	Cc1ccc(CSc2nnc(-c3ccccn3)n2C)cc1	-7	i	i	i	i	i	i	i	i	i	i
62	COc1ccc(CCNC(=O)COC(=O)Cc2cc(OC)c(OC)c(OC)c2)cc1	-2	i	i	i	i	i	i	i	i	i	i
63	CCN(CC)CCCNC(=O)c1nn2c(C(F)(F)F)cc(-c3ccccc3)nc2c1Cl	-5	i	i	i	i	i	i	i	i	i	i
64	CC(C)(C)c1ccc(OCCC(=O)OCC(=O)NC2CCCCC2)cc1	-9	i	i	i	i	i	i	i	i	i	i
65	COc1ccc(Nc2ccc(N3C(=O)CCCC3=O)cc2[N+](=O)[O-])cc1OC	-1	i	i	i	i	i	i	i	i	i	i
66	O=C1CCC(=O)N1N1C(=O)C2C3c4ccccc4C(c4ccccc43)C2C1=O (stereo not drawn)	-2	i	i	i	i	i	i	i	i	i	i
